bIAP inh = bovine intestinal alkaline phosphatase inhibitors, primary screen, selectivity assay for TNAP inhibitor project, biochemical, bovine IAP, CDP-star luminescence. 190,000 tested, under 10 active. inhibition, % at 20 µM. alkaline phosphatase, intestinal [Bos taurus]. purified bovine IAP, 30 min. AID 1019, 2008;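 active = over 50% inhibition of intestinal alkaline phosphatase at 20 µM in the single-dose screen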
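System: purified bovine intestinal alkaline phosphatase (IAP) enzyme; Input: IAP diluted 1/65,000,000 in the well; Measured by: CDP-star luminescence signal; Compound dosing: 20 µM single dose; Incubation: 30 min reaction at room temperature.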
bIAP act = bovine intestinal alkaline phosphatase activators, primary screen, biochemical, bovine IAP, CDP-star luminescence | alkaline phosphatase, intestinal [Bos taurus] | purified bovine IAP, 30 min; active compounds read high; fold of DMSO-control signal, blank-subtracted | activation factor at 20 µM | 200,000 tested, 0.17% active;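 active = activation factor of 2 or more at 20 µM, a signal rise over negative controls twice the positive control's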
STAT3 inh = IL-6 driven STAT3 reporter inhibitors, primary screen, U3A cells, luciferase, luminescence, MLSCN library; IL-6 STAT3-luciferase reporter; host cell line lacks STAT1; inhibition, % at 5.5 µM; 190,000 tested, 0.89% active; AID 862, 2007;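 active = inhibition above the mean inhibition across all screened compounds plus 3 SD, cut at about 44% in these data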;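 note: 0% = DMSO only wells and 100% = 100 µM nifuroxazide control wells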
TR-FRET SRC-2 ct = TR-FRET signal artefacts, primary screen, artefact control for PPARgamma SRC-2 agonist project, biochemical. TR-FRET artefact counter-screen; active compounds read high. 200,000 tested, 0.4% active. TR-FRET ratio at 8 µM; in the data active = TR-FRET ratio above about 2000; note: inactives centre near 1500
TNAP act hiacc = TNAP activators at high phosphate acceptor level, primary screen, biochemical, luminescence, uHTS | Alkaline phosphatase, tissue-nonspecific isozyme (Homo sapiens), P05186 | purified TNAP, CDP-star luminescence, 1 M DEA, 30 min; active compounds read high; 0 = EDTA background, 1 = DMSO-only activity | activation factor at 20 µM | 200,000 tested, under 10 active | AID 1136, 2008;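 active = activation factor at least 2 at 20 µM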
Target sequence (P05186 whole entry, looked up): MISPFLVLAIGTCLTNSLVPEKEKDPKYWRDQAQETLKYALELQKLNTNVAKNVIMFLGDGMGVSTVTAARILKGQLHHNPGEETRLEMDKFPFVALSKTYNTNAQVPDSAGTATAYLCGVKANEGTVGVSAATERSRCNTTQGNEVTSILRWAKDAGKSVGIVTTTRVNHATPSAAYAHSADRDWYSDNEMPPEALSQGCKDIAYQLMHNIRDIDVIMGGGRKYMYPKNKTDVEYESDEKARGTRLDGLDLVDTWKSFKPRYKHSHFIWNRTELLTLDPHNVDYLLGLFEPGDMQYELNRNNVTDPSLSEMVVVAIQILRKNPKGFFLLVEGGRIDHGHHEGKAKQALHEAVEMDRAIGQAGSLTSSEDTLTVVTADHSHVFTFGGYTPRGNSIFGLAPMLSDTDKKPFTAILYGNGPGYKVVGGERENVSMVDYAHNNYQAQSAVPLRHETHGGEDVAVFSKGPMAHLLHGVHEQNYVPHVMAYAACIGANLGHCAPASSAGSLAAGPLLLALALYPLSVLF
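system = human TNAP | amount = enzyme diluted 1/800 final | reagent = 100 µM CDP-star substrate | signal = luminescent substrate turnover signal | dosing = one dose, 20 µM | benchmarks = EDTA negative control, DMSO positive control | measure = activation factor | timing = 30 min reaction, room temperature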
ROMK mod = ROMK potassium channel modulators, primary screen, cell-based, thallium flux, MLSMR library; ATP-sensitive inward rectifier potassium channel 1 (Homo sapiens), P48048; Tet-inducible ROMK, thallium flux fluorescence; actives lie on both sides; B-score at 10 µM; 130,000 tested, 2% active;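 active = signal ratio slope over the read window, or its plate-corrected B-score, at least 3 SD from the plate mean, either direction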;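 note: B-score of the F/F0 ratio slope over 7 to 12 s after thallium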
Target sequence (P48048 whole entry, looked up): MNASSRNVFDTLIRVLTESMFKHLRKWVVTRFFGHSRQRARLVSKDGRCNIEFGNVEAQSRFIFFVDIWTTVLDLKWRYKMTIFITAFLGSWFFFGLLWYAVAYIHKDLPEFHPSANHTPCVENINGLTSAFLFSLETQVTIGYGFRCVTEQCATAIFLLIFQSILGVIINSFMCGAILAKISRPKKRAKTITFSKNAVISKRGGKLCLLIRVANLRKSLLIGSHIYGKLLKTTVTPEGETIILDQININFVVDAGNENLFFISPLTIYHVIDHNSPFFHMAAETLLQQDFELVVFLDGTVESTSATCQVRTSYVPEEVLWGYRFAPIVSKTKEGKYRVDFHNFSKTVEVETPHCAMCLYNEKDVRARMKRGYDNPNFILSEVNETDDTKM
PPARg SRC3 recr = PPARgamma agonists recruiting SRC-3 coactivator, primary screen, biochemical | biochemical PPARgamma/SRC-3 coactivator recruitment assay | Peroxisome proliferator-activated receptor gamma (Homo sapiens), P37231 | 200,000 tested, 0.26% active | AID 731, 2007 | activation, % at 8 µM; in the data active = activation above about 23%;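 note: 0% = DMSO and 100% = reference agonist; some compounds past the cut are filed as inactive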
STAT1 inh = STAT1 signaling inhibitors, primary screen, cell-based, HTS, luciferase reporter | NIH 3T3 STAT1-luciferase reporter, IFN-gamma, luminescence | inhibition, % at 5.5 µM | 200,000 tested, 0.35% active;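 active = inhibition above a set limit, the mean inhibition across all tested compounds plus 3 SD, cut at about 34% in these data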;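 note: 0% = IFN-gamma with DMSO and 100% = IFN-gamma with 300 µM nifuroxazide; values of inactives mirror those of a sister screen read the other way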
PPARg SRC-1 ag = PPARgamma agonists recruiting SRC-1 coactivator, primary screen, biochemical. Peroxisome proliferator-activated receptor gamma (Homo sapiens), P37231. 200,000 tested, 0.41% active. activation, % at 8 µM. PPARgamma-SRC-1 coactivator recruitment biochemical assay; in the data active = activation above about 19%;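 note: 0% = DMSO and 100% = reference agonist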
PPARg SRC2 recr = agonists of PPARg-SRC-2 recruitment, primary screen, biochemical, HTS. Peroxisome proliferator-activated receptor gamma (Homo sapiens), P37231. PPARgamma LBD-SRC-2 recruitment. activation, % at 8 µM. 200,000 tested, 0.34% active. AID 1032, 2008; in the data active = activation above about 22%;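 note: 0% = vehicle and 100% = reference agonist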
STAT3 act = IL-6 driven STAT3 reporter potentiators, primary screen, U3A cells, luciferase, luminescence, MLSCN library; activation (% of control), % at 5.6 µM; AID 871, 2007; 190,000 tested, 0.91% active; IL-6 STAT3-luciferase reporter; 100% = signal with IL-6 EC80 alone;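 active = activation above the screen-wide mean of compound activation plus 3 SD, cut at about 130% in these data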;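 note: 0% = background luminescence of wells with medium and substrate only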
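Assay system – human STAT1-deficient U3A cells with stable STAT3-luciferase reporter · Also added – IL-6 (33 ng/mL) · Schedule – compound 1 h, then IL-6 6 h at 37 °C · Technique – reporter luminescence signal · Evaluation – % activation versus median of IL-6-stimulated wells · Benchmarks – IL-6-only wells as 100% reference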
Active calls of the source: *; x = no result given.

SMILES	bIAP inh	bIAP act	STAT3 inh	TR-FRET SRC-2 ct	TNAP act hiacc	ROMK mod	PPARg SRC3 recr	STAT1 inh	PPARg SRC-1 ag	PPARg SRC2 recr	STAT3 act
O=C(CCc1ccccc1)Nc1nnc(-c2ccc3c(c2)OCCO3)o1	-10	1.1	13	1555	1	0.77	3	-5	10	-5	98
CCN(c1ccccc1)S(=O)(=O)c1ccc(C(=O)NCC(c2cccs2)N(C)C)cc1 (centres undefined)	-18	1.2	-15	1450	1	-1	1	-2	-7	6	114
O=C(Nc1ccc(F)cc1)C1=CC(=O)N2CCN=C2S1	-13	1.1	0	1439	1.1	-0.59	-3	-14	4	-9	102
CN1CCN(c2ccc(S(=O)(=O)N3CCCCC3)cc2NC(=O)c2cccc([N+](=O)[O-])c2)CC1	-4	1	1	1649	1	-0.43	-1	-13	10	5	101
COc1cccc(OC)c1NC(=O)C1CCCN1C(=O)NCc1ccccc1 (centres undefined)	-4	1	0	1614	1	x	4	0	6	7	105
O=C(/C=C/c1ccc(F)cc1)N1CCCc2ccccc21	18	0.8	12	1473	1	-2.4*	-4	-7	-5	-3	91
Nn1c(SCC(=O)Nc2ccc3c(c2)OCO3)nncc1=O	-5	1	10	1749	1.1	-2.3	6	0	2	3	96
CCN1CCN(C(=O)CN(c2ccc(F)c(Cl)c2)S(C)(=O)=O)CC1	-12	1.1	9	1448	1	0.63	0	-5	-1	0	98
COc1nccnc1NS(=O)(=O)c1ccc(NC(=S)NC(=O)c2ccc(F)cc2)cc1	-2	1	1	1590	1	0.9	6	-3	2	5	97
CNC1=CC(=O)CC(c2ccccc2)C1 (centres undefined)	6	0.9	3	1535	1	2.5	-4	-10	-9	-6	99
Cc1ccc(-c2nc(NC(=O)c3ccc(S(=O)(=O)N(CCC#N)CCC#N)cc3)sc2-c2ccccc2)cc1	1	1	5	1582	1	0.49	-2	10	5	-1	98
CC1CCC(=C(C#N)C(=O)Nc2cccc(Cl)c2)CC1 (centres undefined)	22	0.8	17	1321	1	x	-8	-6	-6	-13	89
Cc1ccc(-c2nnn(CC(=O)N(c3cccc(F)c3)C(C(=O)NC(C)(C)C)c3ccco3)n2)o1 (centres undefined)	2	1	15	1791	1	x	3	5	16	3	89
C=CCNS(=O)(=O)CC12CCC(CC1=O)C2(C)C (centres undefined)	5	1	0	1413	1.1	-0.81	-3	-12	-1	3	105
CN1CCN(c2ccc(Cl)cc2NC(=O)C2COc3ccccc3O2)CC1 (centres undefined)	-9	1.1	-12	1434	1	x	-6	-5	0	-6	114
Cc1ccc(S(=O)(=O)NNC(=O)c2cccnc2)cc1	3	1	-4	1581	1	1.3	1	-3	2	6	108
O=C(CSc1ccc(-c2ccccn2)nn1)N1CCCc2ccccc21	4	1	5	1553	1	-1.2	2	2	2	8	102
Cc1ccsc1C1Nc2ccc3ncccc3c2C2=C1C(=O)CCC2 (centres undefined)	6	0.9	19	1614	1	0.043	-6	6	9	2	90
Cc1ccc(NCc2nnc(SCC(=O)N3CCCc4ccccc43)o2)c(C)c1	1	1	-8	1456	1	x	0	-1	2	4	110
O=c1[nH]c2cc3c(cc2cc1CN(CC1CCCO1)S(=O)(=O)c1ccccc1)OCCO3 (centres undefined)	8	0.9	-5	1364	1	0.029	-4	-7	-8	1	108
CCOC(=O)C1C(=O)NC(N2CCCCC2)=NC1c1ccccc1 (centres undefined)	8	0.9	2	1650	1	0.88	1	-5	6	8	102
Cc1c(NC(=O)CN2C(=O)C(=O)c3ccccc32)c(=O)n(-c2ccccc2)n1C	14	0.9	5	1512	1	0.096	3	-11	5	3	99
C(=N\Nc1nc(-c2ccccc2)cs1)/c1cccnc1	12	0.9	13	1552	1	x	11	-49	7	8	95
CCOc1ccc(NC(=O)c2ccccc2OC)cc1	9	0.9	-34	1688	1.1	x	13	-23	-2	-7	133*
Cc1ccc(NC(=O)C2CCN(S(=O)(=O)c3c(C)n[nH]c3C)CC2)nc1	-5	1.1	6	1547	1.1	-1.3	5	-1	3	-1	98
SMILES	bIAP inh	bIAP act	STAT3 inh	TR-FRET SRC-2 ct	TNAP act hiacc	ROMK mod	PPARg SRC3 recr	STAT1 inh	PPARg SRC-1 ag	PPARg SRC2 recr	STAT3 act
CCCOC(=O)Nc1cc(OC)ccc1[N+](=O)[O-]	11	0.9	26	1633	1	0.85	0	-14	1	-2	84
CN(Cc1ccc(F)cc1)C(=O)c1ccc2c(c1)NC(=O)CS2	-5	1.1	14	1588	1	-1.2	0	-4	0	3	92
O=C(CSc1ccccn1)N1CCOCC1	-4	1	1	1714	1.1	0.15	-1	9	3	9	99
COc1ccccc1Oc1ccc(-c2cnc3ccccc3n2)cc1[N+](=O)[O-]	12	0.9	13	1671	1	x	1	-12	3	5	95
CC1CC(C(F)(F)F)n2ncnc2N1 (centres undefined)	6	0.9	11	1567	1	0.8	0	3	-1	5	97
Cc1cc(N2CCOCC2)n2nc(C)c(-c3ccccc3)c2n1	3	1	14	1684	1.1	-0.33	6	4	9	5	91
COc1cc2ccccc2cc1C(=O)NC(=S)Nc1cc(C(=O)O)ccc1C	-6	1.1	11	1718	1	1.1	6	1	13	12	95
Cc1[nH]nc(-c2ccc(OCc3cnn(-c4ccccc4)c3)cc2O)c1Oc1ccc(Cl)cc1	-4	1	7	1541	1	x	4	-5	14	-6	102
Cc1cc(Cl)c(S(=O)(=O)N2CC(C)OC(C)C2)cc1OCC(N)=O (centres undefined)	-4	1	0	1599	1	x	5	-4	1	4	103
COCCN1C(=O)c2ccccc2C(C(=O)NCCCN2CCCC2=O)C1c1c[nH]c2ccccc12 (centres undefined)	12	0.9	2	1466	1	x	-3	9	1	1	104
O=C(O)CCCC(=O)Nc1ccccc1C(=O)N1CCCC1	4	1	4	1628	1	0.89	7	2	6	3	99
Cn1nnnc1SCCNCc1ccncc1	9	0.9	0	1580	1	x	-2	0	-5	4	105
Cc1cc(O)ccc1N1C(=O)c2cccc3cc([N+](=O)[O-])cc(c23)C1=O	1	1	17	1516	1	0.67	4	46*	5	11	87
CC(C)(C)NC(=O)NC(=O)CSc1nncs1	-8	1.1	28	1714	1	0.34	0	5	-6	1	81
CCCn1c(Nc2nc3ccccc3n2C)nc2ccccc21	-13	1.1	4	1706	1.1	0.93	13	8	13	5	98
COc1ccc(-c2csc(-n3ncc(-c4cccs4)c3N)n2)cc1	-4	1	1	1581	1	-0.36	2	-16	6	-3	106
Cc1ccsc1/C=N/NC(=O)CSCc1ccc(Cl)cc1	x	0.4	23	1615	1	-1.4	3	10	4	8	85
COC(=O)CSc1nc(NCC(C)C)nc(N2CCOCC2)n1	-6	1.1	0	1456	1	0.23	-16	6	-6	16	103
Cc1ccc(-c2csc(N(CCCN3CCOCC3)C(=O)c3ccco3)n2)cc1	-16	1.2	8	1679	1	0.089	5	3	7	4	98
O=C(CCC(=O)OCC(=O)c1cccc([N+](=O)[O-])c1)Nc1cccc(Cl)c1Cl	-3	1	-21	1572	1	x	-3	-5	4	2	124
CC(=O)Nc1cccc(-c2cn3ccccc3n2)c1	-3	1	9	1686	1.1	-0.21	4	-19	8	12	98
COC(=O)c1ccc(NC(=O)CN2CCOCC2)cc1	0	1	-1	1343	1.1	2.1	-7	-3	-1	-2	103
Cc1cc(C)n(C(=O)CCCC(=O)n2nc(C)cc2C)n1	1	1	3	1430	1.1	0.0051	-3	-1	2	0	101
O=S(=O)(c1ccc(Cl)cc1)N1CCN(c2ncccn2)CC1	11	0.9	18	1559	1.1	0.99	2	3	3	-4	88
Cc1cc2nnc(SCC(=O)N3CCN(c4ccccc4)CC3)n2c(N)n1	5	1	2	1721	1	x	0	1	5	-3	102

One compound at a time, as listed above:
Profile of Cc1ccc(-c2csc(N(CCCN3CCOCC3)C(=O)c3ccco3)n2)cc1 → bIAP inh: -16; bIAP act: 1.2; STAT3 inh: 8; TR-FRET SRC-2 ct: 1679; TNAP act hiacc: 1; ROMK mod: 0.089; PPARg SRC3 recr: 5; STAT1 inh: 3; PPARg SRC-1 ag: 7; PPARg SRC2 recr: 4; STAT3 act: 98
Profile of COc1ccccc1Oc1ccc(-c2cnc3ccccc3n2)cc1[N+](=O)[O-] → bIAP inh: 12; bIAP act: 0.9; STAT3 inh: 13; TR-FRET SRC-2 ct: 1671; TNAP act hiacc: 1; ROMK mod: x; PPARg SRC3 recr: 1; STAT1 inh: -12; PPARg SRC-1 ag: 3; PPARg SRC2 recr: 5; STAT3 act: 95

The listing continues:
SMILES	bIAP inh	bIAP act	STAT3 inh	TR-FRET SRC-2 ct	TNAP act hiacc	ROMK mod	PPARg SRC3 recr	STAT1 inh	PPARg SRC-1 ag	PPARg SRC2 recr	STAT3 act
CN1C(=O)NC2C1N(S(C)(=O)=O)CCN2S(C)(=O)=O (centres undefined)	-2	1	10	1690	1.1	x	3	-2	0	-11	95
CCCN(Cc1ccccc1)C(=S)Nc1ccc(SC(F)F)cc1	49	0.5	-2	1470	1	-0.04	2	10	4	5	103
CCOc1cc(C2C(C(=O)c3ccc(C)cc3)=C(C(=O)OC)Nc3nnnn32)ccc1O (centres undefined)	6	0.9	-2	1470	1	0.4	2	-1	5	-3	102
C=CCC(=O)NC(C)c1cnn(-c2ccccc2C)c1C (centres undefined)	6	0.9	1	1630	1.1	x	1	-2	2	4	102
CCC(C)[C@H](NC(=O)NCCCc1ccccc1)C(=O)OC (some centres undefined)	7	0.9	0	1499	1	x	-1	-6	-4	4	101
Cc1ccn2cc(CC(=O)O)nc2c1	3	1	15	1776	1	0.36	2	-6	8	2	91
CC12CCC(c3nnc(SCC(=O)Nc4cccc5ccccc45)nc31)C2(C)C (centres undefined)	3	1	1	1576	1	x	4	0	2	3	108
CC(Nc1nc(N2CCNCC2)nc2ccccc12)c1ccccc1 (centres undefined)	-13	1.1	16	1785	1	-2.8	-1	-14	2	3	92
Nc1cc(N)nc(SCc2cc(=O)oc3cc4c(cc23)CCC4)n1	12	0.9	-6	1407	1	0.99	-9	-14	6	-7	107
CC(=O)c1cccc(NC(=O)C(OC(=O)c2ccccc2NS(=O)(=O)c2cccs2)c2ccccc2)c1 (centres undefined)	8	0.9	-7	1514	1	0.14	3	-5	0	4	104

Random draw from the library (roughly 3.7% active in at least one column).
